Screening data deposited in PubChem BioAssay by NMMLSC.
RGS7-Gao reg: modulates binding of RGS7 to human Galphao; Multiplexed bead flow cytometry; actives lie on both sides; P09471; 220,000 tested, 0.35% active; binding response (% of control), % at 10 µM; AID 1439; in the data active = binding response below about 49% or above about 150%; inconclusive = no clear call, values can overlap the other calls; inactive = in between;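 note: fluorescent Galphao held in activated GDP-AlF4 state binding bead-coupled RGS7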
GSH bead fluor: compound fluoresces at 488/530 nm on GSH beads; AID 1776; GSH beads flow cytometry, compound fluorescence 488/530 nm; active compounds read high; 190,000 tested, 0.25% active; fluorescence (KMESF) at 10 µM; in the data active = fluorescence above about 89;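 note: glutathione beads carrying GST-tagged Bcl family fusion proteins plus one bare bead set; values are compound well signal with DMSO vehicle wells as background; inactives centre near 16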
Bim-Bcl-XL: inhibitors of Bim-Bcl-XL interaction, human; Bim peptide-Bcl-XL binding, bead flow cytometry, fluorescence; inhibition, % at 10 µM; 190,000 tested, 0.04% active; Q07817; AID 1007
RGS4-Gao reg: human RGS4-Galphao interaction regulation; AID 1415; P09471; Multiplexed bead flow cytometry, RGS4-Galphao binding; actives lie on both sides; binding response (% of control), % at 10 µM; 220,000 tested, 0.33% active; in the data active = binding response below about 49% or above about 150%; inactive = in between;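 note: fluorescent Galphao activated with aluminum fluoride binding bead-coupled RGS4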
ABCG2 inh: blocks JC-1 efflux by human ABCG2 transporter. Q9UNQ0. IgMXP3 cells, flow cytometry. 190,000 tested, 0.1% active. inhibition, % at 6.6 µM;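 active = inhibition above 80%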;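 note: 0% = DMSO and 100% = nicardipine control wells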
Target sequence (Q9UNQ0 whole entry, looked up): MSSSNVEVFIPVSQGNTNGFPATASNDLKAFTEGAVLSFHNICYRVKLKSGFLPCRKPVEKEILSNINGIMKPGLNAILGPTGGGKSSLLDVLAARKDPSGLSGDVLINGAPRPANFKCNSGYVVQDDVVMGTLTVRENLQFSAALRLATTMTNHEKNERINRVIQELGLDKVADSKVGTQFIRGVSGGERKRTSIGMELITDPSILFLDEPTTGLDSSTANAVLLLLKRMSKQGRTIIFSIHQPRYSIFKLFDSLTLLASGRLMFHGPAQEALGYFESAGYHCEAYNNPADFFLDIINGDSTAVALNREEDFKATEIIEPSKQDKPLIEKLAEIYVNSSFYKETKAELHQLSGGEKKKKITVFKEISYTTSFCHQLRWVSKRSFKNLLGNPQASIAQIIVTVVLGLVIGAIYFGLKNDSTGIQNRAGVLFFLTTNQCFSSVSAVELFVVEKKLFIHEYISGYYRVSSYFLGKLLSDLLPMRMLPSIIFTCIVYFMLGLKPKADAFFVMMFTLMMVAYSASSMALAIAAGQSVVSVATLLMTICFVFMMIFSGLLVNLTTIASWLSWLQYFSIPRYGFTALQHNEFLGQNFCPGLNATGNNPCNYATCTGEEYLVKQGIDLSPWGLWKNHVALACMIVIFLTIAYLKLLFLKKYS
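material = IgMXP3 (ABCG2) plus far-red-tagged CCRF-Adr (ABCB1) cells | amount = 3 million cells/mL, equal mix of both lines | also added = JC-1 transporter substrate | dosing = one concentration, 6.6 µM final | schedule = 10 min at 25 °C | measured by = flow cytometric JC-1 green MFI at 530 nm | read-out basis = percent efflux inhibition, scaled nicardipine 100% to DMSO 0%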
Bim-Bcl-B: human Bim-Bcl-B interaction inhibition | inhibition, % at 10 µM | Q9HD36 | 190,000 tested, 0.073% active | bead-based flow cytometry, Bim peptide-Bcl-B binding;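 note: 0% = tracer peptide without compound and 100% = reference inhibitor peptide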
Bim-Bfl-1: human Bim-Bfl-1 interaction inhibition; Q16548; Bead-based flow cytometry, Bim-Bfl-1 binding inhibition; inhibition, % at 10 µM; 190,000 tested, 0.12% active;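 note: 0% = wells without compound plus tracer and 100% = blocker peptide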
ABCB1 inh: human ABCB1 inhibition, ABCG2 as counter-screen; CCRF-Adr cells, JC-1 efflux, flow cytometry; P08183; 190,000 tested, 0.067% active; inhibition, % at 6.6 µM; AID 1326; in the data active = inhibition above about 40%;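 note: 0% = vehicle and 100% = reference inhibitor; higher value means more JC-1 retained so stronger ABCB1 efflux block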
Bim-Bcl-W: disrupts Bim peptide binding to human Bcl-W | Q92843 | bead-based flow cytometry | inhibition, % at 10 µM | 190,000 tested, 0.02% active;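 note: 0% = bound tracer without compound and 100% = peptide blocker; higher means less fluorescent Bim peptide bound to Bcl-W beads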
Target sequence (Q92843 whole entry, looked up): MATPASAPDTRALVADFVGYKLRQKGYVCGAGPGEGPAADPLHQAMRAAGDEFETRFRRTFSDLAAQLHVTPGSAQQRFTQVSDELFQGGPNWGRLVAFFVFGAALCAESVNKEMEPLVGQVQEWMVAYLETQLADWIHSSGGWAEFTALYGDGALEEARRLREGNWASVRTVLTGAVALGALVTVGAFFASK
Bim-Bcl-2: disrupts Bim peptide binding to human Bcl-2 | P10415 | Bead-based flow cytometry, Bim peptide-Bcl-2 binding | inhibition, % at 10 µM | 190,000 tested, 0.06% active | AID 950; in the data active = inhibition above about 40%; inconclusive = no clear call, values can overlap the other calls;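 note: 0% = no compound wells with probe peptide and 100% = reference peptide inhibitor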
RGS8-Gao: human RGS8-Galphao interaction regulation | P09471 | multiplexed bead flow cytometry, RGS8-Galphao binding; actives lie on both sides | response (percent of control binding), % at 10 µM | 220,000 tested, 0.34% active | AID 1423; in the data active = response below about 60% or above about 140%; inactive = in between;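 note: Galphao activated as the GDP aluminium fluoride complex binding bead-coupled RGS8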
Starred values were filed as active, the others as inactive; u = inconclusive; x = no result given; & = joins results of further samples. Cut-off read from the data, not from the text of the source, unless noted: active = inhibition above about 40%.

SMILES | RGS7-Gao reg | GSH bead fluor | Bim-Bcl-XL | RGS4-Gao reg | ABCG2 inh | Bim-Bcl-B | Bim-Bfl-1 | ABCB1 inh | Bim-Bcl-W | Bim-Bcl-2 | RGS8-Gao
CCOC(=O)c1c(C)nc2c(c1-c1ccc(OC)cc1)C(=O)CC(C)(C)C2 | 101 | 36 | -11 | 105 | 24 | -8 | -15 | 0.8 | 0 | -11 | 101
NC(=O)c1ccc(N2CCCCC2)c(N2C(=O)CCC2=O)c1 | 97 | 23 | -10 | 100 | 15 | -7 | -19 | 0.7 | -1 | -8 | 100
CCOC(=O)c1oc2cc(O)c(CC)cc2c(=O)c1-c1ccc2c(c1)OCCO2 | 106 | 18 | -5 | 103 | 26 | -5 | -10 | 1.9 | 0 | -4 | 103
O=C(CSCc1nc2c(nnn2Cc2ccc(F)cc2)c(=O)[nH]1)Nc1cccc(C(F)(F)F)c1 | 97 | 51 | -7 | 99 | 1 | -8 | -18 | 0.7 | -6 | -12 | 98
CC(C)CC(=O)NC(=S)Nc1nc(-c2cccc3ccccc23)cs1 | 103 | 26 | -1 | 102 | 2 | -8 | -11 | 0.3 | 0 | -10 | 105
Cn1c(CSCc2ccc(Cl)c(Cl)c2)n[nH]c1=S | 94 | 12 | -12 | 99 | -4 | -6 | 0 | -0.9 | -7 | -2 | 76
CCOc1ccc(NC(=S)N2CCn3c(nc4ccccc43)C2)cc1 | u | 14 | 0 | 97 | 0 | -10 | -2 | 2.1 | 2 | 0 | 99
CN(CC(=O)NC1CC(C)(C)NC(C)(C)C1)S(=O)(=O)c1cc(Cl)ccc1Cl | 99 | 18 | -1 | 98 | -3 | -4 | 0 | 0.7 | 0 | -1 | 100
Cc1ccc(S(=O)(=O)Nc2ccc3nc(-c4cccn4C)[nH]c3c2)cc1 | 98 | 29 | 0 | 98 | 19 | -3 | -3 | -1.3 | 2 | -4 | 93
COc1cc(N2CCCC2)c(OC)cc1/C=c1/sc2nc3ccccc3n2c1=O | 138 | 61 | x | 140 | 63 | x | x | 36 | x | u | 105
Cc1ccc2c(c1)C1CCCC3C1N2CC(=O)N3Cc1ccccc1 (stereo not drawn) | 105 | 38 | -6 | 115 | 13 | 1 | -2 | 1.0 | -2 | 0 | 91
O=C(NCc1ccccn1)c1ccc(CNS(=O)(=O)c2cccc(Cl)c2)cc1 | 103 | 9 | 17 | 103 | 2 | 10 | 17 | 0.2 | 16 | 15 | 104
CCOC(=O)CCC(=O)c1c(C)oc2ccc(OC)cc12 | 94 | 23 | -2 | 95 | 8 | -6 | -12 | 0.9 | -2 | -8 | 103
CCCCc1c(O)nc(SCC(=O)N2CCOCC2)n(-c2ccccc2C)c1=O | 106 | 6 | -1 | 100 | 0 | 0 | 0 | 0.2 | -2 | 0 | 100
Cc1ccc(Oc2ncnc(N)c2[N+](=O)[O-])cc1 | 97 | 22 | -1 | 102 | 0 | 0 | 0 | 0.0 | 2 | 3 | 101
CCc1ccc(-n2c(C)cc(/C=N/NC(=O)c3ccncc3)c2C)cc1 | 100 | 9 | 0 | 99 | 7 | 0 | -4 | -0.4 | -1 | -1 | 101
Cc1nnc(NC(=O)CCn2cnc3ccccc3c2=O)s1 | 95 | 25 | -2 | 97 | 1 | -2 | -4 | 0.3 | 2 | -2 | 98
O=C(c1cccc(N2C(=O)C3CC=CCC3C2=O)c1)N1CCCCCC1 (stereo not drawn) | 86 | 17 | -3 | 89 | 1 | -3 | -2 | 0.4 | -2 | 0 | 94
O=C(COC(=O)c1cnccn1)c1ccc(Br)cc1 | 99 | 34 | 2 | 97 | -3 | -7 | -13 | -2.2 | 0 | -7 | 102
COc1ccc(C(OC(=O)c2ccco2)C(=O)NC2CCCCC2)cc1OC (stereo not drawn) | 86 | 11 | -5 | 78 | 3 | -1 | 0 | 0.1 | -6 | -3 | 99
O=C(COC(=O)CNS(=O)(=O)c1ccccc1)Nc1ccc(Cl)cn1 | 84 | 30 | -2 | 83 | 0 | -5 | -10 | -0.1 | 0 | -6 | 92
NC(=O)OCC(COC(N)=O)c1ccccc1 | x | 18 | -7 | x | 1 | -7 | -4 | 0.8 | -7 | -5 | x
COC(=O)c1ccc(C(=O)OC)c(NC(=O)CN2CCN(c3ccccc3)CC2)c1 | 104 | 20 | -4 | 99 | 54 | -5 | -15 | 2.5 | -1 | -9 | 100
COc1ccc(C(=O)Cc2ccc3c(c2)OCO3)c(O)c1 | 99 | 11 | -4 | 102 | 3 | -5 | 0 | 0.0 | -3 | -2 | 103
O=C1OCC(CO)(CO)N=C1NNc1ccc(Cl)c(Cl)c1 | 76 | 3 | -3 | 73 | 0 | 0 | 0 | 0.1 | -1 | -3 | 92
Cc1ccc(C)c(N(CC(=O)NC2CCCC2)C(=O)CCCC(=O)Nc2ccccn2)c1 | 99 | 14 | -2 | 98 | 2 | -7 | -6 | 0.4 | -4 | -5 | 100
COc1ccc(C2COC(=O)C2=N)c(NC(=O)c2ccc(Cl)cc2)c1 (stereo not drawn) | 103 | 9 | -7 | 107 | 2 | -5 | 0 | 0.8 | -2 | 0 | 112
CCOC(=O)Cc1csc(NC(=O)CC(C)(C)C)n1 | 96 | 23 | -5 | 91 | 15 | -12 | -17 | 1.6 | -4 | -9 | 100
C=CCSc1nnc(NC(=O)CSc2ccccn2)s1 | 101 | 29 | -8 | 95 | 30 | -11 | -19 | 1.7 | -5 | -11 | 99
Cc1ccc(-c2nc3cccnc3o2)cc1NC(=O)COc1ccc(Cl)cc1C | 102 | 6 | 0 | 107 | 8 | 10 | 2 | 1.1 | -1 | 10 | 110
CC(C)(C)c1nnc2sc(SCCN3C(=O)c4ccccc4C3=O)nn2c1=O | 95 | 26 | -9 | 95 | 2 | -7 | -13 | 0.3 | 0 | -10 | 98
OC1(c2cccs2)CN(c2ccc(Cl)cc2)C2=[N+]1CCCC2 (stereo not drawn) | 104 | 20 | -1 | 105 | 0 | -4 | -6 | -0.2 | -3 | -2 | 102
CN(C(=O)c1ccc(COc2ccccc2Br)o1)c1ccccc1 | 100 | 14 | 0 | 98 | 26 | 0 | -3 | 1.5 | 2 | -8 | 98
Cc1cccc(N(CC(=O)NC2CCCC2)C(=O)c2cc3cc4cccc(C)c4nc3s2)c1C | 104 | 24 | 0 | 102 | 3 | -5 | 0 | 1.2 | -4 | 1 | 100
COc1ccc(C(=O)NC(=S)NCc2cccnc2)cc1OC | 102 | 12 | -4 | 107 | 6 | -1 | -2 | 0.2 | -6 | 0 | 102
Cc1ccccc1N(CC(=O)Nc1ccccc1C(=O)NCc1ccco1)S(=O)(=O)c1ccccc1 | 97 | 10 | -12 | 99 | -3 | -8 | -4 | 0.2 | -4 | -5 | 102
CCCCN1C(=O)C(O)(CC(=O)c2c(C)coc2C)c2ccccc21 (stereo not drawn) | 105 | 12 | 2 | 99 | 7 | 2 | -4 | 1.4 | 1 | 2 | 99
O=C(O)CCSc1ccc2ccccc2n1 | 101&96 | 25&31 | -9&0 | 103&99 | 1&1 | -7&0 | -16&-3 | -1.1&0.0 | -2&0 | -10&-1 | 104&99
CC(C)(C)C(=O)Nc1ccccc1C(=O)Nc1cccnc1 | 98 | 23 | -3 | 101 | 3 | -2 | -1 | 0.5 | -3 | 0 | 98
Cc1nc2ccc(NS(=O)(=O)c3ccc(F)cc3)cc2s1 | 104 | 12 | -2 | 101 | 0 | -2 | -6 | 0.1 | 1 | -1 | 102
O=C1CSC(c2ccc3c(c2)OCO3)N1c1ccc(Oc2ccccc2)cc1 (stereo not drawn) | 107 | 14 | -2 | 106 | 3 | 0 | 0 | 1.1 | 1 | -1 | 105
Cc1ccc(S(=O)(=O)N2CCCC2C(=O)Nc2nc3c(s2)CCCC3)cc1 (stereo not drawn) | 98 | 24 | -8 | 100 | 21 | -10 | -21 | 1.4 | -2 | -9 | 101
C/C(=N/NC(=O)c1cccs1)c1c(C)[nH]n(-c2nc3ccccc3s2)c1=O | 102 | 15 | 8 | 104 | -1 | 15 | -1 | -0.4 | 7 | 0 | 119
O=C(Nc1cc2c3c(c1)C1CCCC1CN3CC1CCCC21)c1ccc([N+](=O)[O-])cc1 (stereo not drawn) | 99 | 14 | 2 | 104 | 29 | 5 | 5 | 3.7 | 2 | 2 | 111
CC(/C=C/c1ccccc1)=N\NC(=O)C1CC1(C)c1ccccc1 (stereo not drawn) | 86 | 22 | 0 | 92 | 19 | 3 | 3 | -0.2 | 0 | 18 | 76
CN(C)Cc1cnc2ccc(Cl)cn12 | 97 | 37 | 0 | 98 | 0 | -10 | -13 | 0.3 | 0 | -6 | 102
Cc1noc(C)c1CSc1nnc(-c2ccccc2)n1N | 111 | 21 | -7 | 98 | 1 | -16 | 10 | -0.2 | -1 | -5 | 95
